Source: PubChem (several laboratories)
E-sel TNF inh: TNF alpha driven E-selectin expression inhibition | 120,000 tested, 0.71% active | inhibition, % at 2 µM | HUVEC TNFa-induced E-selectin immunofluorescence, high content | AID 1246;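 active means inhibition above the batch mean plus 3 SD, and confirmed as a hit on visual image review, cut at about 43% in these data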;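 further: 0% = TNF-stimulated DMSO wells and 100% = unstimulated control wells; not every result past the cut was called active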
HCT116 bCat-KO: beta-catenin-lacking colon tumor cell growth suppression | HCT116 beta-catenin knockout viability, CellTiter-Glo, 60 h; hits give low values | viability, % at 10 µM | 140,000 tested, 1.5% active | AID 818;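 active means viability at or under a set limit, the compound median less 4 SD, cut at about 6% in these data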;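 further: 0% = Hyamine 1622 control at 20 µM and 100% = untreated cell control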
MRP-1 activ: MRP-1 activation; H69AR cells + doxorubicin, viability rescue, CellTiter-Glo; 140,000 tested, 0.61% active; viability increase, % at 10 µM;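 active means viability gain under doxorubicin at or above a set limit, the compound median plus 3 SD, cut at about 4.7% in these data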;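 further: MRP-1 overexpressing cells given doxorubicin 25 µM after compound pretreatment; 18-22 h compound pretreatment then 72 h with doxorubicin before readout; 0% = doxorubicin-only wells and 100% = vehicle-treated cells without doxorubicin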
HCT116 PTEN-null: suppresses growth of cells with PTEN deletion; 140,000 tested, 1.2% active; viability, % at 10 µM; HCT116 PTEN-null viability, CellTiter-Glo, 60 h; hits give low values;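 active means viability at or below a set limit, 4 SD under the median of all tested compounds, cut at about 3.7% in these data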;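 further: PTEN knockout HCT116 line with beta catenin targeted HCT116 as companion control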
Measles CPE: protection of cells from measles virus; Measles virus-infected cells, CPE protection, absorbance; protection (pct of control), % at 4 µM; 140,000 tested, 1.5% active; AID 841; in the data active means protection mostly above about 24%, no sharp cut-off; inactive means mostly below about 26%; further: some compounds called inactive have numbers as strong as hits
Phagocyt inh: blocks phagocytosis by macrophages. J774A.1 macrophage IgG-bead phagocytosis, imaging. inhibition, % at 5 µM. 110,000 tested, 0.07% active. AID 1029;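 active means inhibition above the mean of the plate negative controls plus 5 SD, cut at about 13% in these data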;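 further: phagocytic index as fraction of beads internalized from green versus red external bead signal; plate controls were DMSO negative control for no effect and cytochalasin-D positive control for full effect; some results beyond the cut were filed as inactive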
NPY-Y2 antag: antagonists of human neuropeptide Y receptor Y2. NPY-Y2 expressing cells, antagonist mode. inhibition, % at 2.7 µM. 140,000 tested, 0.99% active; in the data active means inhibition above about 17%;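 further: 0% = vehicle with agonist challenge and 100% = reference antagonist with challenge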
Target sequence (P49146 whole entry, looked up): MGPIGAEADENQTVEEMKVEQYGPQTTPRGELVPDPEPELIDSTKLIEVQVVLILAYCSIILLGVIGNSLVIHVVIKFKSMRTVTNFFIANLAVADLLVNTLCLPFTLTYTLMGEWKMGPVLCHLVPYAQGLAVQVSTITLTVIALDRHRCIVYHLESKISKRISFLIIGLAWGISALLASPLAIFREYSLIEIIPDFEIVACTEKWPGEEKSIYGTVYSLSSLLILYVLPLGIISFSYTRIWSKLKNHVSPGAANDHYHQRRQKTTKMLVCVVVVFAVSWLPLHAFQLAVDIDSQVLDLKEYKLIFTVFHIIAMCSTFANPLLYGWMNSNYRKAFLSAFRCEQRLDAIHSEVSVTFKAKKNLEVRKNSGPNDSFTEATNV
BB579 growth dn: reduces growth of yeast BB579 in restrictive medium; S. cerevisiae BB579 growth, OD615, 48 h; inhibition, % at 10 µM; 140,000 tested, 0.51% active;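 active means inhibition above a set limit, 3 SD over the mean compound inhibition, cut at about 44% in these data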; further: inactives centre near -24
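Detection: OD615 turbidity measurement; Material: Saccharomyces cerevisiae DeaD strain BB579, replicative lifespan model yeast; Timing: 48 h exposure, 30 °C; Doses: single 10 µM dose; Medium: CSMM-D restrictive synthetic medium containing dextrose (glucose); Controls: amphotericin B at 10 µg/mL as positive control.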
GALR2 blocker: blocks the human galanin receptor 2. O43603. GALR2-expressing cells, antagonist mode. inhibition, % at 4 µM. 140,000 tested, 0.39% active; in the data active means inhibition above about 27%;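 further: cells stimulated with galanin 1-16 at roughly its EC80; 0% = agonist challenge control and 100% = basal control without agonist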
Target sequence (O43603 whole entry, looked up): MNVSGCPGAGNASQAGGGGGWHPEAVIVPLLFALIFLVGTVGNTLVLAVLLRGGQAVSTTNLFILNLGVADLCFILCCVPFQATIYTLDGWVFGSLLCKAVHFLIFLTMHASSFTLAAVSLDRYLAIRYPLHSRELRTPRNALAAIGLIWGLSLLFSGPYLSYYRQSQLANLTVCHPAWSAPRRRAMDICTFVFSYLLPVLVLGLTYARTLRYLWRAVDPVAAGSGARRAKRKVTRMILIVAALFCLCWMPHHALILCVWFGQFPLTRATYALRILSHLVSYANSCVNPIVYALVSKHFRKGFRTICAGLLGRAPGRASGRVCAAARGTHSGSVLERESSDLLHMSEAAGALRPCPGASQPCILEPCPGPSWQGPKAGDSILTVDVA
Yeast lifespan up: extends the lifespan of yeast; S. cerevisiae growth with nicotinamide, OD615; deaD strain in restrictive glucose medium; inhibition of the nicotinamide effect, % at 10 µM; 130,000 tested, 0.68% active; AID 775;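 active means inhibition above a set limit, placed 3 SD over the median of all compounds, cut at about 26% in these data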;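 further: 0% = nicotinamide-treated wells and 100% = cells grown without nicotinamide; some compounds called inactive have numbers as strong as hits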
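System: DeaD-strain S. cerevisiae / Buffer or medium: CSMM-D, restrictive glucose (dextrose) synthetic minimal medium / Probe or stimulus: nicotinamide, 1.5 mM, co-present with compound / Compound: one concentration, 10 µM, DMSO 0.25% / Incubation: 48 h compound exposure at 30 °C, humidified / Technique: optical density (absorbance) at 615 nm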
* = called active by the depositor; . = no result given.

SMILES | E-sel TNF inh | HCT116 bCat-KO | MRP-1 activ | HCT116 PTEN-null | Measles CPE | Phagocyt inh | NPY-Y2 antag | BB579 growth dn | GALR2 blocker | Yeast lifespan up
Cc1occc1C(=O)N1N=C(C2CC2)CC1(O)C(F)(F)F (configuration not stated) | -19 | 91 | -2.8 | 86 | 1 | . | -1 | -50 | -7 | -29
COc1ccc(C2NCCC3(O)CCCCC23)c(OC)c1OC (configuration not stated) | -35 | 93 | -0.4 | 99 | 35* | -1 | 0 | -23 | 3 | 0
Cc1ccc(SCC(=O)NCCCN2CCOCC2)cc1 | -10 | 101 | -0.7 | 90 | 8 | 0 | 1 | -44 | -1 | -16
O=S1(=O)C=C(SCCN2CCCCC2)c2ccccc21 | . | 64 | -4.0 | 55 | 7 | -3 | 2 | -9 | -5 | -6
Cc1cc(SCC#N)n2nc(C)c(-c3ccccc3)c2n1 | -16 | 82 | -7.3 | 74 | 14 | 0 | 2 | -12 | -6 | -6
Cc1nn(C)c(C)c1S(=O)(=O)N1CCCC(C(=O)NC2CCCCC2)C1 (configuration not stated) | . | 95 | 1.0 | 104 | 2 | -1 | -1 | -18 | 5 | -7
CC1(C)Cc2c(sc3nc(-c4ccccc4Cl)n(N)c(=O)c23)CO1 | 23 | 66 | -1.1 | 75 | 2 | 4 | 1 | -43 | -9 | -11
COc1ccc(CC(=O)N2CCNC2=O)cc1 | . | 94 | -1.6 | 98 | 6 | -1 | 1 | -16 | -8 | -12
O=C(c1ccc(F)cc1)N1CCCCC(Sc2nnc3ccccn23)C1=O (configuration not stated) | 6 | 88 | -3.8 | 96 | 16 | -1 | 5 | -37 | -6 | -3
CCn1c(SCc2nc3ccccc3c(=O)[nH]2)nc2ccccc2c1=O | -10 | 58 | -6.8 | 64 | 26 | . | 6 | -10 | -8 | .

The last two entries of the part before come first, to join the parts.
SMILES | E-sel TNF inh | HCT116 bCat-KO | MRP-1 activ | HCT116 PTEN-null | Measles CPE | Phagocyt inh | NPY-Y2 antag | BB579 growth dn | GALR2 blocker | Yeast lifespan up
O=C(c1ccc(F)cc1)N1CCCCC(Sc2nnc3ccccn23)C1=O (configuration not stated) | 6 | 88 | -3.8 | 96 | 16 | -1 | 5 | -37 | -6 | -3
CCn1c(SCc2nc3ccccc3c(=O)[nH]2)nc2ccccc2c1=O | -10 | 58 | -6.8 | 64 | 26 | . | 6 | -10 | -8 | .
CCCCCCCCCc1nc(N)n[nH]1 | 19 | 89 | -0.1 | 92 | 10 | -3 | 4 | -29 | 3 | -10
C=CCN(CC=C)C(=O)c1cc2ccccc2c(=O)o1 | 16 | 90 | -2.9 | 97 | 5 | -1 | -1 | -40 | -16 | -4
O=C(O)c1cccc(Cn2c(Cl)c(/C=N/NC(=O)c3ccccc3Cl)sc2=O)c1 | -3 | 106 | -1.6 | 98 | 2 | 0 | 5 | -26 | 5 | -15
CCN(CC)C(=O)CC(c1ccc(F)cc1)c1ccco1 (configuration not stated) | . | 75 | -3.1 | 78 | 5 | 0 | -1 | -45 | 2 | -20
COc1ccc(N2CCN(CCNC(=O)c3ccc(NC(=O)C4CCCO4)cc3)CC2)cc1 (configuration not stated) | -36 | 92 | 0.0 | 98 | 18 | -1 | 0 | -41 | 8 | -6
COc1cccc(C(=O)NCCC2=CCCCC2)c1 | -22 | 94 | 0.4 | 95 | 5 | 0 | 5 | -15 | -4 | -23
CCc1c(C(=O)NCc2ccc3c(c2)OCO3)[nH]c(C)c1C(C)=O | . | 88 | -1.2 | 89 | 26 | . | 1 | -18 | -4 | -9
COC(=O)c1ccc(C2C(C(C)=O)=C(O)C(=O)N2CCO)cc1 (configuration not stated) | 9 | 95 | -1.2 | 91 | 11 | 0 | 1 | 17 | 13 | 0
COc1cc(C(c2sc3nc(C)nn3c2O)N2CCC3(CC2)OCCO3)cc(OC)c1OC (configuration not stated) | . | 94 | -3.0 | 95 | 9 | 0 | 2 | -9 | 4 | 6
Cc1ccc(N2CCN(C(=O)c3ccccc3F)CC2)c(C)c1 | . | 82 | 1.4 | 87 | 8 | 0 | -1 | -12 | 5 | -9
CCOC(=O)Cc1csc(NC(=O)CC)n1 | . | 94 | 0.6 | 103 | 7 | 0 | 2 | -33 | -6 | -6
COc1cc(C(=O)OCC(=O)N(C)C)cc(NC(=O)c2ccco2)c1OC | . | 99 | -0.8 | 101 | 9 | . | 2 | -29 | 5 | -10
Cc1ccc(-c2noc(CN3CCCCC3)n2)cc1 | 0 | 97 | 2.1 | 97 | 3 | 1 | 4 | -14 | -15 | 2
Cc1cccc(C)c1NC(=O)C(=O)NCCOc1ccc(Cl)cc1 | 12 | 90 | 2.5 | 101 | 10 | . | 5 | -34 | -4 | 7
CCOC(=O)c1[nH]c(C)c(C(=O)Nc2ccccc2C)c1C | -6 | 20 | -4.4 | 20 | 10 | 0 | 1 | -8 | 9 | -8
CN(C)CCCOC(=O)C1c2ccccc2Oc2ccccc21 | -5 | 95 | -0.2 | 95 | 14 | 0 | 2 | -5 | 10 | -7
O=C(Nc1ccncc1)C1CC1c1ccccc1 (configuration not stated) | 31 | 79 | 0.6 | 100 | 6 | -1 | 3 | -38 | 16 | -2
COc1ccc(C2=Nc3nc(-c4ccccc4)cn3C(c3ccc(OC)cc3)C2)cc1 (configuration not stated) | . | 97 | 0.6 | 80 | 12 | -17 | 5 | -20 | 12 | -1
CCCc1nnc(NC(=O)CCC(=O)N2CCN(CCn3c(C)ccc3C)CC2)s1 | . | 61 | -5.1 | 75 | 31* | 1 | 1 | -32 | -7 | -8
Cc1ccc(/C=C(/C#N)C(=O)NC(C)c2ccccc2)o1 (configuration not stated) | . | 94 | -2.3 | 96 | 33 | 1 | 3 | 3 | 2 | 6
CN(Cc1ccccc1)C(=O)N[C@@H](Cc1ccccc1)C(=O)O | -29 | 88 | -0.6 | 96 | 15 | -1 | 4 | -6 | 5 | -1
c1ccc(CSc2ccc(-c3ccco3)nn2)cc1 | . | 89 | 2.2 | 94 | 6 | -8 | 1 | -14 | 4 | -8
Clc1ccc(Cc2nc(-c3cccnc3)no2)cc1 | -2 | 109 | 0.5 | 100 | 26 | . | 8 | -13 | 8 | -4
CCCCn1c(SCc2ccc(C(=O)OC)o2)nc2cc(S(N)(=O)=O)ccc21 | . | 48 | -2.5 | 67 | 10 | 0 | 2 | -25 | 2 | -4
CCOC(=O)C1CCCN(Cc2cc(OC)c(O)c(OC)c2)C1 (configuration not stated) | -31 | 95 | 0.7 | 92 | 10 | -1 | -1 | -16 | 7 | -2
C=C(Br)CN1CCN(CC(=C)Br)CC1 | -13 | 84 | -0.1 | 75 | 4 | 0 | 2 | -45 | 4 | -8
CCNc1nc(SC(C(C)=O)C(C)=O)nc(N(C)C)n1 | 22 | 99 | 0.2 | 88 | 7 | 1 | 1 | 0 | 9 | -14
COCCCn1c(=O)c2ccccc2c2ccccc2c1=O | . | 89 | -1.1 | 96 | 9 | . | 3 | -31 | 9 | -20
O=C(NCCc1ccccc1)C1CCN(S(=O)(=O)c2ccccc2)CC1 | -3 | 97 | -0.7 | . | 24 | 0 | -1 | 10 | -4 | -3
Cc1nc2ccc(NC(=O)c3cccc(S(=O)(=O)N4CC(C)OC(C)C4)c3)cc2s1 (configuration not stated) | -25 | 95 | -0.9 | 92 | 0 | -1 | 1 | -51 | 4 | -16
CCOc1ccccc1NC(=O)COc1cccc(-n2cnnn2)c1 | -9 | 113 | 0.4 | 102 | 30 | . | 7 | -14 | 1 | -8
COc1ccc(C(=O)NCCn2cc(SCC(=O)NCc3ccco3)c3ccccc32)cc1 | . | 78 | -3.1 | 87 | 27 | 0 | 1 | -7 | 1 | -7
CC1Cc2ccccc2N1C(=O)C1CCCCN1S(=O)(=O)c1ccccc1 (configuration not stated) | 6 | 76 | -3.0 | 72 | 6 | . | 1 | -34 | -4 | -1
Cc1ccc(C(=O)O)cc1-c1ccc(/C=C2/NC(=O)N(c3ccccc3)C2=O)o1 | 15 | 100 | -1.4 | 96 | 8 | 0 | -3 | -21 | -11 | 1
CCCCN(CCNP(=O)(OCC)OCC)CP(=O)(OCC)OCC | . | 95 | -2.3 | 94 | 6 | . | 2 | -22 | -3 | -1
Cc1cc(NS(=O)(=O)c2ccccc2)no1 | . | 106 | 0.2 | 105 | 9 | 0 | 2 | -18 | 1 | -7
COCCN(C(=S)Nc1cccc(OC)c1)C1CCN(C(C)C)CC1 | . | 97 | 0.9 | 101 | 32 | 0 | 2 | -16 | 8 | 8
CC(C)n1nnnc1SCC(=O)NCc1ccco1 | . | 92 | -1.5 | 97 | 12 | . | 0 | -30 | -3 | -7
O=C(CSc1nc2[nH]ncc2c(=O)[nH]1)NCc1ccc(F)cc1 | . | 100 | -0.1 | 92 | 6 | -2 | 2 | -38 | -7 | 4
CC(C)NC(=O)C(=O)N/N=C/c1ccco1 | -77 | 89 | -0.9 | 109 | 16 | 0 | 1 | -38 | 1 | -12
CCc1ccc2[nH]c(=O)c(CN(CCN(CC)CC)C(=O)Nc3ccccc3OC)cc2c1 | -2 | 53 | -6.0 | 38 | 2 | 1 | 9 | 4 | 17 | 0
C=CCn1c(SCC(=O)Nc2sccc2C(N)=O)nc2sc(CC)cc2c1=O | 21 | 71 | -1.3 | 75 | 11 | 1 | -2 | -43 | 4 | 0
c1ccc(-c2noc(-c3ccco3)n2)nc1 | 5 | 74 | -0.9 | 83 | 22 | -1 | 1 | 8 | -1 | -10
COc1ccccc1NC(=O)c1c(C)cc(=O)oc1C | . | 96 | 0.1 | . | 6 | 0 | 2 | -6 | 5 | -5
COc1ccc(-n2c(Cc3cccn3C)nnc2SCC(=O)NCCc2ccccc2)cc1 | . | 93 | -0.3 | 94 | 11 | -2 | 1 | -10 | 1 | -11
C/C(=C\C(=O)O)C12CC3CC(CC(C3)C1)C2 | 5 | 100 | 0.0 | 100 | 3 | 1 | 0 | -13 | 0 | 21
CCOC(=O)Cn1ncc2c(=O)oc3ccccc3c21 | . | 87 | -2.0 | 99 | 2 | 0 | 2 | -2 | 9 | -4
OCCNCCCCOc1ccc(OCc2ccccc2)cc1 | -33 | 68 | -2.2 | 63 | 5 | . | 7 | 4 | 6 | -5
COCCNC(=O)c1csc2c1CCCC2 | 22 | 99 | 0.2 | 97 | 18 | -4 | 3 | -46 | -23 | -12
CC(CCc1ccccc1)NC(=O)N1CCOCC1 (configuration not stated) | -20 | 97 | -1.0 | 104 | 12 | . | 1 | 5 | 6 | 4
CCOC(=O)CNC(=O)CNC(=O)c1ccc(OC)cc1 | -17 | 97 | 0.7 | 105 | 9 | -1 | 2 | -13 | 3 | 11
COc1ccc(CCNC(=O)c2cc(-c3cc(Cl)cc(Cl)c3)oc2C)cc1 | 16 | 102 | 0.8 | 110 | 18 | . | 2 | -76 | -1 | 4
CCOC(=O)c1c(-c2ccc(C)o2)csc1NC(=O)CN1CCOCC1 | 13 | 92 | -1.4 | 75 | 10 | 1 | 6 | 0 | -21 | -11

Outcome played no part in choosing rows; about 6.1% have a hit in one of these screens.
